tim23-1 inh: growth inhibitors of tim23-1 mutant yeast, primary screen, luminescence, uHTS. 330,000 compounds, 1.3% hits. inhibition, % at 20 µM. S. cerevisiae tim23-1 growth, BacTiter-Glo luminescence, 24 h;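 active = growth inhibition of the mutant yeast at or above 50%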;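 note: temperature-sensitive mutant grown at 25 °C; plate controls were DMSO-treated mutant yeast for no effect and medium wells lacking yeast for full effect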
XBP1 UPR activ: activators of adaptive XBP1 UPR arm, primary screen, cell-based, CHO-XBP1 luciferase reporter, luminescence, uHTS; IRE1-XBP1 UPR activation; percent of tunicamycin response, DMSO as zero; activation, % at 20 µM; 330,000 compounds, 0.33% hits; AID 463104, 2010;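 active = versus positive control, 20 µM dose yields 30% or more activation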;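 note: 100% = tunicamycin at 10 µg/mL and 0% = DMSO only wells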
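incubation = overnight seeding at 37 °C, 6 h compound treatment at 37 °C | assay system = CHO-XBP1 cells stably carrying IRE1-XBP1-driven luciferase reporter | input = 1000 cells per well | detection = luciferase luminescence | dosing = single point, 20 µM final compound, 1% DMSO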
697 NFkB inh: inhibitors of PMA/ionomycin-induced NF-kB reporter, 697 cells, primary screen, B-cell NF-kB inhibitor project, cell-based, luminescence, uHTS. 697 B-cell NF-kB luciferase reporter, 16 h. inhibition, % at 4 µM. 330,000 compounds, 0.33% hits; in the data active = inhibition above about 35%
APJ antagonist: antagonists of human apelin receptor APJ, primary screen, CHO-K1 cells, beta-arrestin complementation, luminescence | P35414 | 330,000 compounds, 0.32% hits | inhibition, % at 20 µM;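 active = inhibition above about 40% at 20 µM, limit read from the data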;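 note: cells challenged with 10 nM apelin-13 agonist together with compound; plate controls were apelin-13 plus DMSO wells for no effect and DMSO wells lacking apelin-13 for full effect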
Target sequence (P35414 whole entry, looked up): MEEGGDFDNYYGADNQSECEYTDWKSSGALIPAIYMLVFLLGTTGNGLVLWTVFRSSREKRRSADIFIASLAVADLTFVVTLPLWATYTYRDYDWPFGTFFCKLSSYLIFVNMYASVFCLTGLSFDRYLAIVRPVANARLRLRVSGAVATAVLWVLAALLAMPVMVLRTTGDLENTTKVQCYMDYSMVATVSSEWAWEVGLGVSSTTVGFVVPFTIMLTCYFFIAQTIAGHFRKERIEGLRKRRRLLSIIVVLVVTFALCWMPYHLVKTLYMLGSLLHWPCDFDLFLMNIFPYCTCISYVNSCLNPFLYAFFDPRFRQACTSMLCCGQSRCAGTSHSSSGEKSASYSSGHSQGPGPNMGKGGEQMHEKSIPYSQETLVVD
Jurkat NFkB inh: inhibitors of induced NF-kB luciferase reporter, primary screen, TCR NF-kB activation inhibitor project, cell-based, luminescence, uHTS. 330,000 compounds, 0.53% hits. inhibition, % at 4 µM. AID 435003, 2010. Jurkat, PMA/ionomycin-induced NF-kB luciferase reporter; in the data active = inhibition above about 50%
APJ ag: agonists of human apelin receptor APJ, primary screen, CHO-K1 cells, PathHunter beta-arrestin, luminescence; 0% DMSO wells, 100% apelin; 330,000 compounds, 0.11% hits; activation, % at 20 µM; P35414; AID 2520, 2010;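 active = activation more than six SD over the plate average, tested at 20 µM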;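 note: 0% = DMSO alone and 100% = apelin-13 at 10 nM; some results filed as inactive read as strong as hits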
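Test system: CHO-K1 APJ beta-arrestin complementation cell line. Amount: cell density 1000 per well. Controls: DMSO negative, 10 nM Apelin-13 positive. Signal: luminescent beta-gal fragment complementation, chemiluminescent substrate. Read-out basis: agonist-driven arrestin binding to APJ. Timing: compound stimulation 90 min at 25 °C, detection 60 min.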
Mdm2 MdmX PPI: inhibitors of human Mdm2-MdmX association, primary screen, cell-based, luminescence, split luciferase, SaOS-2, uHTS; 330,000 compounds, 3% hits; AID 485346, 2010; Protein Mdm4 (Homo sapiens) + E3 ubiquitin-protein ligase Mdm2 (Homo sapiens), …; SaOS-2 split-luciferase Mdm2/MdmX complementation; inhibition, % at 8 µM;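 active = inhibition of at least 50% at 8 µM in the primary screen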
UPR CHOP act: activators of apoptotic CHOP UPR arm, primary screen, cell-based, CHO-CHOP luciferase reporter, luminescence, uHTS; UPR activation; percent of tunicamycin response over DMSO baseline; activation, % at 10 µM; 330,000 compounds, 0.34% hits; AID 449763, 2010;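 active = at 10 µM dose, activation of 40% or more, normalized to positive control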;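 note: 100% = tunicamycin at 10 µg/mL and 0% = DMSO alone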
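System: CHO-CHOP luciferase reporter cell line | Buffer or medium: F12 medium containing 10% fetal bovine serum | Doses: One dose, 10 µM in 0.5% DMSO | Times: 6 h compound exposure at 37 °C after overnight seeding | Signal: Luciferase luminescence | Read-out: % activation vs tunicamycin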
* = called active by the depositor. Rows are unselected. About 5% of those tested had a hit in this group.

molecule | tim23-1 inh | XBP1 UPR activ | 697 NFkB inh | APJ antagonist | Jurkat NFkB inh | APJ ag | Mdm2 MdmX PPI | UPR CHOP act
CCOc1ccc(NS(=O)(=O)c2cc(C(=O)N3CC(C)OC(C)C3)ccc2C)cc1 (stereo not drawn) | 5 | 2 | 4 | -6 | 16 | 3 | 0 | 0.8
CCCN1CCN(CCCNC(=O)Cn2cc3c(n2)CCCC3)CC1 | 5 | 0 | 18 | 15 | -3 | -2 | -9 | 0.6
CCN(C[C@H]1N[C@@](Cc2ccccc2)(C(=O)OC)[C@H]2C(=O)N(Cc3ccccc3)C(=O)[C@@H]12)S(=O)(=O)c1ccc(C)cc1 | 14 | 1 | 26 | 7 | 1 | -4 | 34 | 4.8
CN(CC(=O)Nc1ccc(Cl)c(Cl)c1)C(=O)c1cccc2cccnc12 | 4 | -3 | 11 | 1 | -3 | -3 | 24 | 2.6
CSc1c(CC(=O)Nc2ccccc2)n(Cc2ccccc2)c2ccccc12 | 7 | 0 | -3 | 14 | 5 | -3 | 60* | -0.1
CCOc1ccc(C(=O)CSc2nnc3ccccn23)cc1 | 11 | -11 | -24 | -14 | -96 | -3 | -107 | -4.5
CCOc1cc(NC(=S)NCc2ccccc2)c(OCC)cc1NC(=O)C(C)C | 1 | -3 | -12 | 3 | 6 | -4 | -12 | 2.2
Cc1ccc(-c2csc(NC(=O)C3CCN(S(=O)(=O)c4cccs4)CC3)n2)cc1 | 17 | 3 | 62* | -11 | 63* | 0 | 10 | 4.2
O=C(O)c1cccc(-n2nnnc2SCc2ccccn2)c1 | 9 | -1 | 21 | -3 | 1 | -3 | 12 | 1.4
C1=C(CCNc2ncnc3c2cnn3-c2ccccc2)CCCC1 | 20 | 4 | -155 | 6 | -143 | -1 | -110 | 5.3

In the list so far, 3 contain four or more nitrogen atoms.
molecule | tim23-1 inh | XBP1 UPR activ | 697 NFkB inh | APJ antagonist | Jurkat NFkB inh | APJ ag | Mdm2 MdmX PPI | UPR CHOP act
CCCN1CCN(CCCNC(=O)Cn2cc3c(n2)CCCC3)CC1 | 5 | 0 | 18 | 15 | -3 | -2 | -9 | 0.6
O=C(O)c1cccc(-n2nnnc2SCc2ccccn2)c1 | 9 | -1 | 21 | -3 | 1 | -3 | 12 | 1.4
C1=C(CCNc2ncnc3c2cnn3-c2ccccc2)CCCC1 | 20 | 4 | -155 | 6 | -143 | -1 | -110 | 5.3

Following part.
molecule | tim23-1 inh | XBP1 UPR activ | 697 NFkB inh | APJ antagonist | Jurkat NFkB inh | APJ ag | Mdm2 MdmX PPI | UPR CHOP act
COc1ccc(NC(=O)c2nc[nH]c2C(=O)N[C@@H](C)c2ccccc2)cc1 | 20 | 1 | 5 | 16 | 20 | -3 | 30 | -1.3
CCOc1cc(/C=C2/N=C(c3ccc4c(c3)OCO4)OC2=O)ccc1OC(C)=O | 33 | 0 | -6 | -1 | 2 | -6 | 6 | 3.2
COc1ccc(C(=O)NC(=S)N2CCCCC2)cc1 | 9 | -2 | 7 | -6 | -1 | 1 | 10 | 1.3
CCCCn1c(N)c(N(CC(C)C)C(=O)CSc2ccc3c(c2)OCCO3)c(=O)[nH]c1=O | 26 | 0 | -14 | -10 | 5 | -2 | 23 | 0.1
CCCN(CCC)c1c([N+](=O)[O-])c(=O)oc2ccccc12 | 2 | 2 | 6 | 18 | -1 | -5 | -2 | 0.1
O=C(CC1SC(N2CCOCC2)=NC1=O)Nc1ccc(Cl)c(C(F)(F)F)c1 (stereo not drawn) | 13 | 0 | -7 | -6 | 8 | -3 | -16 | 1.3
CC(C)c1nc(SCC(=O)NC2CCCC2)c2c(=O)n(C)c(=O)n(C)c2n1 | 4 | -2 | -31 | 8 | 12 | 2 | -30 | -2.0
CCOC(=O)c1sc(NC(=O)CSc2nccc(C)n2)c(C#N)c1C | -24 | 1 | 3 | 1 | -12 | -1 | 36 | -2.2
O=C(NN1C(=O)C2C3C=CC(C4CC34)C2C1=O)c1cccc(Cl)c1 (stereo not drawn) | 26 | 1 | -6 | 3 | -15 | 1 | -6 | 3.0
O=C(CN1C(=O)NC(c2ccccc2)(c2ccccc2)C1=O)c1c[nH]c2ccccc12 | 17 | 0 | 0 | -21 | 8 | 0 | 23 | -1.3
CCCc1cc(C(=O)OCC(=O)N2CCN(c3ccc(OC)cc3)CC2)sc1C | 41 | -3 | 12 | -6 | 12 | -3 | 14 | -0.8
COc1ccc(C(=O)NCCCCNC(=O)c2ccc(OC)c(OC)c2)cc1OC | -6 | -3 | 7 | 0 | -2 | -2 | -9 | 0.8
Cn1cnnc1Sc1ccc(C(=O)OCC(=O)NCC(F)(F)F)cc1[N+](=O)[O-] | 5 | 0 | 18 | -28 | 0 | 0 | -6 | -0.1
CSCCOC(=O)C1=C(C)NC(=O)CC1c1ccccc1Cl (stereo not drawn) | 15 | -3 | 8 | -11 | 6 | 2 | -3 | -0.5
Cc1ccc(NC(=O)c2ccc(S(=O)(=O)NCc3cccnc3)cc2)cc1C | 1 | 0 | -10 | -1 | 1 | -1 | 3 | 1.2
Cc1c(C)[n+](=O)c(-c2ccc(Br)cc2)c(C)n1[O-] | -2 | 0 | 13 | 0 | -2 | -2 | -6 | -0.4
C/C(=N\NC(=O)c1cccc(Br)c1)c1cccc(NC(=O)c2ccc(C)o2)c1 | 15 | -2 | 16 | 7 | -5 | 5 | -10 | 0.1
Cc1ccc(-n2ncc3c2CC(C)(C)CC3NC(=O)CCc2ccncc2)cc1 (stereo not drawn) | 24 | -4 | -29 | -40 | -5 | -4 | 11 | -2.1
O=C(NCc1cccnc1)c1ccccc1[N+](=O)[O-] | 17 | -2 | 11 | -3 | -10 | 0 | 5 | -1.7
CCOC(=O)c1c(NC(=O)CN2CCN(C(=O)c3ccco3)CC2)sc2c1CCCC2 | 23 | -1 | 4 | 6 | -14 | -1 | 56* | 1.4

Whole records, quoted from the list. Order of values: tim23-1 inh, XBP1 UPR activ, 697 NFkB inh, APJ antagonist, Jurkat NFkB inh, APJ ag, Mdm2 MdmX PPI, UPR CHOP act
CCCc1cc(C(=O)OCC(=O)N2CCN(c3ccc(OC)cc3)CC2)sc1C is listed as 41, -3, 12, -6, 12, -3, 14, -0.8
O=C(NCc1cccnc1)c1ccccc1[N+](=O)[O-] is listed as 17, -2, 11, -3, -10, 0, 5, -1.7
CSCCOC(=O)C1=C(C)NC(=O)CC1c1ccccc1Cl (stereo not drawn) is listed as 15, -3, 8, -11, 6, 2, -3, -0.5
Cc1ccc(-n2ncc3c2CC(C)(C)CC3NC(=O)CCc2ccncc2)cc1 (stereo not drawn) is listed as 24, -4, -29, -40, -5, -4, 11, -2.1

Later entries
Letter code: A = tim23-1 inh; B = XBP1 UPR activ; C = 697 NFkB inh; D = APJ antagonist; E = Jurkat NFkB inh; F = APJ ag; G = Mdm2 MdmX PPI; H = UPR CHOP act
> CC(C)CN(C(=O)CSc1nnc(C2CC2)n1-c1ccccc1)C1CCS(=O)(=O)C1 (stereo not drawn)
  A: 8; B: 0; C: -52; D: -2; E: -19; F: -5; G: -4; H: 0.0
> CCN(CC)c1ccc(/C=N/n2c(C)cc(C)cc2=O)cc1
  A: 22; B: -2; C: 25; D: 14; E: 7; F: 1; G: 6; H: 3.3
> CCn1c(SCC(=O)Nc2ccc(OC)cc2)nc2c(c1=O)SCC2
  A: -11; B: 1; C: -25; D: -6; E: -3; F: 0; G: 14; H: 0.5
> C/C(=N\Nc1ccc(C)c(Cl)c1)c1cccnc1
  A: 35; B: 2; C: -14; D: 9; E: -40; F: -4; G: -7; H: 2.8
> Cc1ccc(Cc2cnc(N)s2)o1
  A: -2; B: -1; C: 4; D: -17; E: 1; F: -2; G: 16; H: -1.4
> Cc1cccc(NC(=S)N2CCC(O)CC2)c1C
  A: -1; B: 4; C: 9; D: -2; E: 2; F: -2; G: 5; H: 1.8
> COCC(C)n1c(SCC(=O)NC(=O)Cc2ccccc2)nc2ccccc2c1=O (stereo not drawn)
  A: 11; B: -5; C: 12; D: -3; E: 2; F: -4; G: -6; H: 0.2
> NC(=O)c1ccc(NC(=O)COC(=O)c2ccc([N+](=O)[O-])cc2)cc1
  A: 4; B: 1; C: -6; D: -25; E: -2; F: 6; G: -34; H: 2.1
> O=C(c1ccco1)N1CCN(Cc2nnc(-c3ccccc3F)o2)CC1
  A: 11; B: 5; C: 6; D: -3; E: 4; F: -3; G: 16; H: -1.4
> CCOc1cc(C2C(C#N)=C(N)Oc3cc(N)ccc32)ccc1O (stereo not drawn)
  A: -3; B: -2; C: -9; D: 6; E: 5; F: -3; G: 13; H: -0.5
> CC(C)Cc1nnc(NC(=O)C2CC(=O)N(c3ccc4c(c3)OCCO4)C2)s1 (stereo not drawn)
  A: 11; B: -1; C: -33; D: -15; E: -14; F: -3; G: -11; H: -2.0
> COc1cc(CC(=O)NCC2COc3ccccc3O2)cc(OC)c1OC (stereo not drawn)
  A: 27; B: -3; C: 21; D: -12; E: 7; F: -2; G: 2; H: -1.6
> CN1CCCC(C(=O)C(C#N)c2ccccc2)C1 (stereo not drawn)
  A: 6; B: 0; C: 5; D: -7; E: 6; F: -2; G: -1; H: 1.0
> COc1ccc(/C=C2\N=C3CCCN3C2=O)cc1
  A: 5; B: 0; C: -1; D: -3; E: -9; F: -5; G: -19; H: 3.7
> Cc1cc(OC(C)C(=O)NCCCN2CCOCC2)c2c(C)c(C)c(=O)oc2c1 (stereo not drawn)
  A: -10; B: -3; C: 17; D: 6; E: -8; F: 0; G: 3; H: 0.8
> Fc1ccccc1/C=N/Nc1cc(N2CCCCC2)ncn1
  A: 12; B: -2; C: -350; D: 8; E: -157; F: -1; G: -61; H: -0.3
> COc1ccc(OC(=O)c2cnn(-c3ccccc3)c2C)cc1
  A: 17; B: -1; C: -2; D: 7; E: -88; F: -4; G: -125; H: 1.7
> CN(Cc1cccc(F)c1)C(=O)c1ccc(S(=O)(=O)N2CCCCCC2)cc1
  A: 12; B: -1; C: 2; D: -12; E: -5; F: 1; G: 16; H: -2.6
> Cc1cc(S(=O)(=O)N2CCc3ccccc3C2)ccc1F
  A: -1; B: -2; C: 0; D: -9; E: 9; F: 0; G: 8; H: 2.4
> O=C(c1ccco1)N1CCC(c2nc3ccccc3[nH]2)CC1
  A: 3; B: 0; C: -1; D: -8; E: 5; F: 3; G: 20; H: -0.9
> N/C(=N\OC(=O)COc1ccc2ccccc2c1Br)c1ccccn1
  A: 31; B: -1; C: -62; D: 15; E: -61; F: -4; G: -172; H: 3.0
> CNC(=O)c1ccsc1NC(=O)CN1C(=O)CCC1=O
  A: -9; B: 1; C: 6; D: -45; E: -4; F: -1; G: 11; H: -1.4
> CCN1CCN(c2ccccc2NC(=O)C(C)Oc2ccc(C(C)=O)cc2)CC1 (stereo not drawn)
  A: 0; B: -2; C: 1; D: 17; E: 12; F: -6; G: -6; H: 1.5

Bioassay records deposited in PubChem BioAssay by Sanford-Burnham Center for Chemical Genomics.
